14-3-3 PPI: alters human 14-3-3 gamma binding to Raf peptide; P61981; FP, 14-3-3gamma / TMR-pS259-Raf peptide binding; inhibition, % at 40 µM; 0.19% of 160,000 active; in the data active means inhibition above about 30%;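 further: 0% = protein plus tracer without compound and 100% = blank with tracer alone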
Target sequence (P61981 whole entry, looked up): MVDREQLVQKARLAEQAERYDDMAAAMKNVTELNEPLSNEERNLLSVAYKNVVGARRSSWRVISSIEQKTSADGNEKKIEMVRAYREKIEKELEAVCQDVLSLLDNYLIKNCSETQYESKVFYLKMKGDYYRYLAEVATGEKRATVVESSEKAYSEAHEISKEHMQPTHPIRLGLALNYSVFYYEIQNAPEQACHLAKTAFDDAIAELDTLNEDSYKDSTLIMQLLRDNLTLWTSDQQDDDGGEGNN
* marks the source's active call; other numbers are inactive results; & = joins results of further samples.

14-3-3 PPI | structure
-8.1 | CCOC(=O)CC1=C(C(=O)OCC)C(c2ccncc2)C(C#N)=C(N)O1 (stereo not drawn)
-13.8 | CN1CCc2c(sc3c2c(NCc2ccco2)nc2nnnn23)C1
-5.8 | CCOC(=O)c1cnc(-c2ccccc2)nc1N
-5.9 | O=C(O)CC(NC(=O)c1ccncc1)c1ccccc1 (stereo not drawn)
2.1 | CCOC1C(OCC)N(S(=O)(=O)c2ccccc2)CCN1S(=O)(=O)c1ccccc1 (stereo not drawn)
1.0 | Cc1ccc(NC(=O)C2CC(=O)NC(=Nc3ccccc3)S2)cc1C (stereo not drawn)
3.8 | COc1ccccc1C(=O)NC(CCSC)C(=O)OCC(=O)NC(=O)NCc1ccco1 (stereo not drawn)
-1.1 | COCc1[nH]nc2c1C(c1ccccc1F)C(C#N)=C(N)O2 (stereo not drawn)
-16.6 | COc1cccc(CNC(=O)CCS(=O)(=O)Cc2ccc(Cl)cc2)c1
-0.4 | COc1ccc(-n2c(SCC(=O)OC(C)C)nnc2-c2ccccn2)cc1
-11.6&-1.8 | O=C(CN1CCCCCC1)OCCN=C1NS(=O)(=O)c2ccccc21
-0.2 | C#CCN1C(=O)SC(Cc2cc(OCC)c(OCC)cc2Br)C1=O (stereo not drawn)
4.0 | COc1cc2c(C(=O)N3CCN(c4ccc(C)cc4)C(C)C3)cn(CC(C)C)c(=O)c2cc1OC (stereo not drawn)
-5.0 | COC(=O)c1ccc(N2C(=O)c3ccc(OC)c(OC)c3C2=O)cc1
-12.4 | Nc1ccc2nc(SCc3ccccc3Cl)sc2c1
-35.7 | CN(c1ccc(Br)cc1)S(=O)(=O)c1ccc2c(c1)CCC(=O)N2
8.3 | CCCn1c(COc2ccccc2OC)nc2ccccc21
-0.4 | O=S(=O)(NCc1cn2ccsc2n1)c1cccs1
-55.5 | NC(=O)c1c(NC(=O)c2cccc(NC(=O)C(F)(F)F)c2)sc2c1CCCC2
-1.7 | COc1ccc(S(=O)(=O)N(C)c2ccc(OCC(=O)Nc3cc(C)on3)cc2)cc1
-4.2 | C=CCOc1c(CNc2nccs2)cccc1OCC
-1.6 | C=C(C)C1CCC(C)=C1COC(=O)c1ccc([N+](=O)[O-])cc1 (stereo not drawn)
1.0 | CC(C)CC1CCCCC1OC(=O)CN1CCCCC1 (stereo not drawn)
-17.7 | Cc1ccc2c(c1)c1c3n2CC(=C2C(=O)OC(C)(C)OC2=O)NC3CCC1 (stereo not drawn)
2.3 | O=C1CCC2C(=O)N(CC(=O)N3CCCC3)C(=O)C2C1 (stereo not drawn)

Further records follow:
14-3-3 PPI | structure
-3.8 | CC(C)Oc1ccc(-c2nn(-c3ccccc3)cc2/C=c2\sc3ncnn3c2=O)cc1
-12.0 | CC(C)c1ccc(C2/C(=C(\O)c3ccc(F)cc3)C(=O)C(=O)N2CCN2CCOCC2)cc1 (stereo not drawn)
-3.7 | Cc1cc(C)c2oc(-c3ccc(NC(=O)c4ccc([N+](=O)[O-])c(C)c4)cc3)nc2c1
-18.3 | O=S(=O)(Nc1ccc2nc(-c3ccc(Br)o3)[nH]c2c1)c1ccccc1
0.8 | O=S(=O)(c1cccc(C(F)(F)F)c1)N(CCCN1CCOCC1)Cc1cccs1
15.8 | CC(=O)Nc1ccc(S(=O)(=O)NC2CCCCC2)cc1
4.7 | O=C(Cn1c(=O)oc2cc(S(=O)(=O)N3CCCC3)ccc21)Nc1cccc(C(F)(F)F)c1
-5.8 | Cc1ccc(N2C(=O)CC(Nc3ccc(N4CCOCC4)cc3)C2=O)cc1 (stereo not drawn)
-4.3 | Cn1c(=O)c2c(nc(N3CCN(c4ccccc4)CC3)n2CCCc2ccccc2)n(C)c1=O
0.6 | CC(C)(C)c1cc2c(c(C(C)(C)C)c1)OC(c1cc([N+](=O)[O-])ccc1O)N2 (stereo not drawn)
9.0 | COC(=O)c1sccc1NC(=O)C1CC=CCC1C(=O)O (stereo not drawn)
4.9 | COc1ccc(C2CC(c3cccs3)=NN2c2ccccc2)cc1 (stereo not drawn)
-4.5 | Cc1ccccc1NC(=O)c1cc2ccccc2cc1O
-7.3 | Nc1nonc1C(=O)OCC(=O)N1CCOCC1
-2.0&-0.3 | CCCn1c(=N)n(CC(=O)OCC)c2ccccc21
-22.8 | COc1ccc(Cl)cc1N1C(=O)C2C(c3ccc(Br)cc3)OC3(C(=O)c4ccccc4C3=O)C2C1=O (stereo not drawn)
8.4 | CCOC(=O)c1ccc(Nc2ncnc3ccc(Br)cc23)cc1
-7.3 | COc1ccc(Cl)cc1N=c1oc2c(C)ncc(CO)c2cc1C(=O)Nc1ccccc1
-4.9 | Cc1ccc(N2C(=O)CN=C2Nc2nc(C)cc(C)n2)c(C)c1
-5.5 | Cc1nc2c(ccc3nc(NC(=O)c4ccc(S(=O)(=O)N5CCC(C)CC5)cc4)sc32)s1
5.1 | CN1CCCC(OC(=O)COc2ccc(Br)cc2)C1 (stereo not drawn)
-12.4 | CCOC(=O)CSc1nnc(CNC(=O)c2cc(OCC)c(OCC)c(OCC)c2)n1C
-6.0 | Cc1ccc(C(=O)Nc2ccc(N3C(=O)c4cccc5cccc(c45)C3=O)cc2)cc1
-41.7 | CCOC(=O)c1cc2c(=O)n3ccccc3nc2n(Cc2ccco2)c1=NC(=O)c1ccccc1C(F)(F)F
2.0 | Cc1ccc(S(=O)(=O)N2CCN(C(=O)c3ccccc3)CC2)c(C)c1NS(C)(=O)=O

Individual results from the list.
Value of O=S(=O)(NCc1cn2ccsc2n1)c1cccs1 under 14-3-3 PPI: -0.4
Value of Cc1ccc(C(=O)Nc2ccc(N3C(=O)c4cccc5cccc(c45)C3=O)cc2)cc1 under 14-3-3 PPI: -6.0

3 of the entries above in order of their number in 14-3-3 PPI, low to high:
14-3-3 PPI | structure
-5.8 | Cc1ccc(N2C(=O)CC(Nc3ccc(N4CCOCC4)cc3)C2=O)cc1 (stereo not drawn)
4.9 | COc1ccc(C2CC(c3cccs3)=NN2c2ccccc2)cc1 (stereo not drawn)
8.4 | CCOC(=O)c1ccc(Nc2ncnc3ccc(Br)cc23)cc1

Carrying on.
14-3-3 PPI | structure
-5.0 | O=C(CCC(=O)OCCCC(F)(F)C(F)(F)F)NC1CCCCC1
-17.4 | CCN1CCCC1CNC(=O)C1(O)c2cc(Br)ccc2NC(=O)N1c1ccccc1 (stereo not drawn)
-21.7 | O=C(Nc1nc2ccc(S(=O)(=O)N3CCCC3)cc2s1)c1cccs1
-18.9 | CCCNC(=O)c1ccc2c(c1)ncn2-c1ccc(C)c(Cl)c1
-1.6 | CCOC(=O)C1C(=O)NC(N2CCN(Cc3ccccc3)CC2)=NC1c1ccco1 (stereo not drawn)
-10.3 | CCC(=O)N1CCc2cc(Br)cc(S(=O)(=O)N3CCCC(C(=O)Nc4cccc(CC)c4)C3)c21 (stereo not drawn)
-3.2 | Cc1ccccc1Nc1cc(N2CCCCC2)c2nonc2c1[N+](=O)[O-]
-17.9 | O=S(=O)(c1cccs1)N1CCN(c2cccc(Cl)c2)CC1
2.2&3.4 | CCN(c1ccccc1)S(=O)(=O)c1ccc2[nH]cc(C(=O)N3CCOCC3)c(=O)c2c1
12.6 | Cc1ccc(S(=O)(=O)Nc2cc(Cl)c3oc4c(c3c2)CCCC4)cc1
-6.2 | O=C(Nn1cnnc1)c1cc(-c2ccccn2)nc2ccccc12
-24.1 | CCc1ccc(NC(=O)c2cc3nc(-c4ccccc4)cc(C)n3n2)cc1
-6.7 | Cc1nn(CC(=O)N2CCCCC2)c(=O)c2ccccc12
5.5 | CC1CC(Nc2ccccc2)c2ccccc2N1C(=O)NC1CCCCC1 (stereo not drawn)
-1.1 | NC(=O)C1CCN(C(=O)c2ccc3c(c2)OCO3)CC1
0.8 | COc1nn(-c2nc(-c3ccc(F)cc3)cc(C(F)(F)F)n2)cc1[N+](=O)[O-]
9.3&-14.9 | Cc1cc(NCCCCO)n2c(nc3ccccc32)c1C#N
0.7 | CC(=O)c1ccc(C(=O)Nc2nc(-c3ccccc3)c(-c3ccccc3)s2)cc1
-4.4 | Cn1nnc(N2C(=O)C(O)=C(C(=O)c3ccco3)C2c2ccccc2)n1 (stereo not drawn)
16.5 | CCOC(=O)C1=CN(c2cc(C)cc(C)c2)C=C(C(=O)OCC)C1c1ccc2c(c1)OCO2
-2.3 | COc1ccc(C2C(C(=O)OC3CCCCCC3)=C(C)NC3=C2C(=O)CCC3)cc1OC (stereo not drawn)
-6.2&-1.8 | Cn1c(=O)cc(SCC(=O)N2CCCC2)c2ccccc21
-5.0 | CCCOc1ccc(C2C(=O)N(C3CCCCC3)CC(=O)N2CCCOCC)cc1OC (stereo not drawn)
2.3 | CC(C)(C)C1CCc2onc(C(=O)Nc3ccccc3C(F)(F)F)c2C1 (stereo not drawn)
-11.2 | CC1N=C2c3ccccc3N=C(SCc3cc(=O)n4cc(Cl)ccc4n3)N2C1=O (stereo not drawn)

The list continues:
14-3-3 PPI | structure
-2.6 | COc1ccccc1OCCn1c(-c2ccc(Br)cc2)nc2ccccc2c1=O
0.4 | Cc1nc(CC(=O)c2c(C)cc(O)cc2O)cs1
-7.6 | C=CCn1c(C)csc1=Nc1ccc(S(=O)(=O)Nc2nc(C)cc(C)n2)cc1
4.6 | O=S(=O)(c1cccc(-c2nnc(SC(F)F)n2-c2ccccc2)c1)N1CCCCC1
-1.4 | COc1ccc(NC(=O)c2ccc(N3CC4CC(C3)c3cccc(=O)n3C4)c(NC(=O)c3cccnc3)c2)cc1OC (stereo not drawn)
-19.8 | COc1ccc(C2=CC(c3cccs3)n3ncnc3N2)cc1 (stereo not drawn)
-0.3 | COc1ccccc1Cn1c2ccc(C)cc2c2nc3ccccc3nc21
-3.4 | O=C(CSc1ncnc2ccccc12)N1CCOCC1
5.5 | CC(C)NC(=O)C1(S(=O)(=O)c2ccc(Cl)cc2)CC1
4.0 | Cc1occc1C(=O)NCCCCNC(=O)c1ccoc1C
-6.1 | O=C(O)CCS(=O)(=O)Cc1cccc(Cl)c1
0.9 | Cn1c(Cn2nnc3ccccc32)nnc1SCC(=O)Nc1ccc2c(c1)OCO2
-9.3 | O=S(=O)(Nc1ccc(O)c(-c2c(O)ccc3ccccc23)c1)c1ccc(Cl)cc1
-35.9 | COc1ccc(C2NC(C(=O)O)Cc3[nH]cnc32)cc1CSc1nc2ccccc2[nH]1 (stereo not drawn)
-3.4 | COc1ccc(-c2noc(CCC(=O)N3CCN(C4CCCCC4)CC3)n2)cc1
-18.6 | O=C(Nc1nccs1)c1sc2ccccc2c1Cl
-7.0 | COc1cccc(CNC(=O)C2CCN(S(=O)(=O)c3cnc[nH]3)CC2)c1
-5.2 | CCc1cc(=O)oc2cc(OCC(=O)O)c(Cl)cc12
6.0 | CC(=O)Nc1cccc(N=Cc2cc(Cc3ccccc3)cc([N+](=O)[O-])c2O)c1
-4.0 | O=C(CSc1nnc(-c2cccs2)n1-c1ccccc1)N1CCN(C(=O)c2ccco2)CC1
-6.5 | Cc1ccc(C2CC(c3cccs3)=NN2C(=O)CSc2cn(C)c3ccccc23)cc1 (stereo not drawn)
-10.2 | COc1ccc2nc(NC(=O)c3cc4ccccc4cc3OC)sc2c1
-61.0 | Oc1ccc(-c2[nH]ncc2Oc2ccccc2)c(O)c1O
-11.6 | COc1ccc2nc(NC(=O)c3cc4c(=O)n(C)c5cc(Cl)ccc5c4s3)sc2c1
7.6 | CCSc1nc2c([nH]c3ccccc32)c(=O)n1-c1ccccc1

The final 2 entries of the part above are carried over, then new ones follow:
14-3-3 PPI | structure
-11.6 | COc1ccc2nc(NC(=O)c3cc4c(=O)n(C)c5cc(Cl)ccc5c4s3)sc2c1
7.6 | CCSc1nc2c([nH]c3ccccc32)c(=O)n1-c1ccccc1
-0.1 | CCCN1C(=O)CN(C2CCCCCC2)C(=O)C1c1ccc(OC(C)C)c(OC)c1 (stereo not drawn)
-21.4 | CSc1cccc(Nc2cc(C(=O)NC(C)c3ccccc3)c3ccccc3n2)c1 (stereo not drawn)
-1.4 | COC(=O)c1ccc(CNC(=O)CNc2cc(C(F)(F)F)ccc2N2CCOCC2)cc1
-184.9 | CCSC1=NC(=Cc2c(OC)cc(OC)cc2OC)C(=O)S1
-0.8 | COC(=O)CSc1nc2c(cnn2-c2ccccc2)c(=O)[nH]1
-4.8 | COc1ccc(N2CCN(C(=O)CSc3nnc(-c4ccc5[nH]c(C)c(C)c5c4)o3)CC2)cc1
11.7 | c1ccc(CN2CCC3(CC2)Nc2ccccc2CO3)cc1
-4.7 | Cc1c(Br)c([N+](=O)[O-])nn1CC(=O)Nc1cc(Cl)ccc1O
0.2 | CCCn1c(-c2ccc(Cl)cc2)cn2c3c(=O)n(C)c(=O)n(C)c3nc12
-10.5 | CC1=CC(C)(C)N=C(Nc2ccc(C)cc2)S1
-13.2 | CCOC(=O)c1c(CC(C)C)csc1NC(=O)c1ccc2cc(OC)ccc2c1
5.0 | CCCCC(=O)N1c2ccccc2NC2=C(C(=O)CC(C)(C)C2)C1c1ccc(OCC)cc1 (stereo not drawn)
3.0 | CCOC(=O)c1ccc(NS(=O)(=O)c2ccc(Br)cc2)cc1
-6.7 | Cc1ccccc1Cn1c(CN2CCOCC2)nc2c1c(=O)n(C)c(=O)n2C
-6.1 | O=C(Nc1cccc(Cl)c1)N1CCN(c2ncccn2)CC1
1.5&-1.5 | CC(C)Oc1ccc(C2CNC(=O)C2)cc1 (stereo not drawn)
-11.9 | CC(=O)N1CCc2cc(S(=O)(=O)CCC(=O)NCc3ccccc3)ccc21
-8.8 | CC(=O)c1cccc(NC(=O)C2CCN(S(C)(=O)=O)CC2)c1
-3.8 | CSCCC1COC(c2cccs2)=N1 (stereo not drawn)
-5.7 | COc1ccc2[nH]c3c(=O)n(Cc4ccco4)cnc3c2c1
9.4 | COc1cccc(-c2nc(NCc3ccco3)c3ccccc3n2)c1O

Some of the entries so far, as tab-separated lines.
Molecule	14-3-3 PPI
COC(=O)CSc1nc2c(cnn2-c2ccccc2)c(=O)[nH]1	-0.8
COc1ccc(N2CCN(C(=O)CSc3nnc(-c4ccc5[nH]c(C)c(C)c5c4)o3)CC2)cc1	-4.8
c1ccc(CN2CCC3(CC2)Nc2ccccc2CO3)cc1	11.7
Cc1c(Br)c([N+](=O)[O-])nn1CC(=O)Nc1cc(Cl)ccc1O	-4.7
CCCn1c(-c2ccc(Cl)cc2)cn2c3c(=O)n(C)c(=O)n(C)c3nc12	0.2

These rows are one share of the data; rates above refer to the full screens.
